Source: PubChem BioAssay (several laboratories)
CDK5 p35 inh – CDK5/p35 (human) kinase inhibition; Recombinant CDK5/p35, ADP-Glo luminescence, 60 min; inhibition, % at 10 µM; hit rate 0.01% among 330,000;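 active = highest replicate inhibition of at least 50% and at least 75% of replicates reaching 50%; inconclusive = only one of the two criteria met; inactive = both criteria failed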;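 also: plate controls were DMSO neutral control for no effect and GW8510 at 10 µM for full effect; many of its hits are not listed in these tables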
Target sequence (Q00535 whole entry, looked up): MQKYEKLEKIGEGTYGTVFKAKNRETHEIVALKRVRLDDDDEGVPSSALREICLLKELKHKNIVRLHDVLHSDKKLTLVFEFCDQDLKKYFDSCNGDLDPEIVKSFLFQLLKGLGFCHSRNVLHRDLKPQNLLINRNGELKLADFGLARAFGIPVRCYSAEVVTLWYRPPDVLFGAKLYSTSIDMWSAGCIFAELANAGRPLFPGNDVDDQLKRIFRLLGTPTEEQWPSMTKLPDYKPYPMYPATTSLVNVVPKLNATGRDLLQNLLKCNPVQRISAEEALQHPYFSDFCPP
Target sequence (Q15078 whole entry, looked up): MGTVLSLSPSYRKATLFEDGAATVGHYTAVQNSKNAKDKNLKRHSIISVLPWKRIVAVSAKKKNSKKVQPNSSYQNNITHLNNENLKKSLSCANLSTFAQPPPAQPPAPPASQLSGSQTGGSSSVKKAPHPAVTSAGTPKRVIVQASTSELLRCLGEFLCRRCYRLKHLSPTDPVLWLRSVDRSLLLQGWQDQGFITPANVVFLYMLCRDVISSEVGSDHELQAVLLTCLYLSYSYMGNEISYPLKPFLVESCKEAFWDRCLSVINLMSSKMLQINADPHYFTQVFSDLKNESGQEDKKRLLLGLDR
PfHsp90 yeast 2 – reduces growth (ATP signal) of yeast expressing P. falciparum Hsp90; S. cerevisiae expressing PfHsp90, BacTiter-Glo ATP, 48 h; yeast lacking PDR1 and PDR3 efflux regulators; inhibition, % at 9.4 µM; hit rate 0.32% among 310,000;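 active = every replicate shows inhibition above about 80%, whatever the replicate mean, limit read from the data; inconclusive = mean inhibition reaches the set limit but some replicate falls short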;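 also: 0% = DMSO neutral controls and 100% = 20 µM radicicol positive controls; yeast relying on Plasmodium falciparum Hsp90 in place of its own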
LANA DNA inh – KSHV C-LANA DNA binding inhibition; hit rate 0.078% among 340,000; MBP-C-LANA/FAM-LBS DNA binding, fluorescence polarization; AID 504423; inhibition, % at 9 µM;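 active = highest replicate inhibition at or above 60% at 9 µM, even if other replicates fall short; inactive = all replicates below 60% inhibition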;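 also: 0% = neutral control wells and 100% = 4 µM acridine orange control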
RTF Ca sens inh – cardiac RTF calcium desensitization; IANBD-labeled cardiac RTF, Ca2+ fluorescence; AID 493244; inhibition, % at 7.15 µM; P19429+P45379; hit rate 0.12% among 340,000;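 active = inhibition above the mean inhibition of all tested compounds plus 3 SD, cut at about 17% in these data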;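 also: assay run at fixed EC70 calcium of 1.6 mM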
Keap1-Nrf2 PPI – Keap1-Nrf2 (human) interaction inhibition; inhibition, % at 9.4 µM; hit rate 0.15% among 340,000; Keap1 Kelch-Nrf2 peptide fluorescence polarization, 1536-well; Q14145; in the data active = inhibition above about 12%; inconclusive = no clear call, values can overlap the other calls; inactive = below about 7.3%;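 also: human Keap1 Kelch domain with fluorescein labeled Nrf2 9mer peptide probe; 0% = neutral control wells and 100% = peptide positive control; higher means more block of Keap1 binding to Nrf2 peptide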
dFosB act – mouse delta FosB homodimer activation | purified delta FosB, TAMRA-CDK5 oligo fluorescence polarization; percent of positive-control signal above neutral wells | activation, % at 25 µM | hit rate 0.99% among 340,000 | AID 493131;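 active = mean activation above about 17%, with every replicate also reaching it, limit read from the data, passing the limit was not always enough; inconclusive = only one of the two conditions met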;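 also: fluorescence polarization rise as delta FosB binds a TAMRA Cdk5 AP-1 oligo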
RTF Ca sens act – increases calcium sensitivity of human cardiac regulated thin filaments | IANBD-labeled TnC RTF fluorescence at EC20 calcium; 0% EC20 calcium, 100% full calcium | activation, % at 7.2 µM | hit rate 0.24% among 340,000;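 active = activation above the mean over all tested compounds plus 3 SD, cut at about 30% in these data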;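 also: rise in fluorescence read as greater calcium sensitivity of cardiac thin filaments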
Mot1-301 SUMO – SUMOylation pathway inhibition by Mot1-301 growth rescue | S. cerevisiae Mot1-301 growth rescue, ATP luminescence, 38.5C; percent above DMSO median, 100 means doubled | growth rescue, % at 18.8 µM | AID 2716 | hit rate 1% among 320,000;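 active = every valid replicate shows activation above 250% relative to neutral control wells; inactive = the rest, any valid replicate at or below 250%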;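 also: OY570 slx delta 5 strain wells were the positive control but not used for scaling; some compounds called inactive have numbers as strong as hits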
Rtt109 Vps75 – inhibitors of Candida albicans Rtt109/Vps75 histone acetyltransferase | purified Rtt109/Vps75, ThioGlo CoA-SH fluorescence, 4 h | inhibition, % at 34.9 µM | hit rate 0.16% among 330,000 | AID 540336;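 active = inhibition of at least 50% in every replicate; inconclusive = best replicate reaches 50% inhibition but some replicates fall short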
Target sequence (Q5AAJ8 whole entry, looked up): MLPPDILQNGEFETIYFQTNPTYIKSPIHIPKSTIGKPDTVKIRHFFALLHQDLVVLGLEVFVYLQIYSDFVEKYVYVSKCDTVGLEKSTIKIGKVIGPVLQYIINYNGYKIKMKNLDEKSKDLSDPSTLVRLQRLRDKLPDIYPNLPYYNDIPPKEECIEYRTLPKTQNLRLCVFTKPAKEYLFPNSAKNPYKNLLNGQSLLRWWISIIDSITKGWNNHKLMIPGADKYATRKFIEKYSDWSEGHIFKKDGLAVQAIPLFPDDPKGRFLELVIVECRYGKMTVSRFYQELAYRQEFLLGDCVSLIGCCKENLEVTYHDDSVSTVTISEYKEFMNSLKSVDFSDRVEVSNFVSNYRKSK
NSD2 HMT inh – blocks human histone methyltransferase NSD2; NSD2 peptide methylation, AlphaScreen, 120 min; inhibition, % at 12.5 µM; hit rate 0.54% among 310,000; AID 743445; in the data active = inhibition above about 50%
PvdQ acylase – P. aeruginosa PvdQ acylase inhibition. purified PvdQ acylase, fluorescence plate reader. inhibition, % at 10 µM. hit rate 0.063% among 340,000; in the data active = inhibition above about 30%, passing the limit was not always enough; inconclusive = no clear call, values can overlap the other calls;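 also: 0% = vehicle neutral wells and 100% = reference inhibitor wells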
* = called active by the depositor; ? = inconclusive; nt = no result given; & = joins results of further samples.

SMILES,dFosB act,Rtt109 Vps75,RTF Ca sens act,PfHsp90 yeast 2,NSD2 HMT inh,RTF Ca sens inh,CDK5 p35 inh,LANA DNA inh,Mot1-301 SUMO,PvdQ acylase,Keap1-Nrf2 PPI
CCCCC(CCC(=O)Nc1ccn(-c2ccccc2)n1)C(=O)O (stereo not given),1,-1,4,4,0,-15,-1.3,3.3,-16,-11,1
Cc1nc2oc(C(=O)c3ccc(Br)cc3)c(N)c2c2c1COC(C)(C)C2,-5,7,-6,-9,nt,0,-0.3,0.3,-7,8,0
COC(=O)Nc1ccc(S(=O)(=O)N2CCC(C(=O)NCc3ccc4c(c3)OCO4)CC2)cc1,2,4,-7,-7,-1,6,0.8,0.9,-11,1,-3
O=C(Nc1cccnc1)c1cc2cc(Br)ccc2o1,-8,4,10,8,-1,1,0.4,-0.4,-27,7,-1
O=C(CCC(=O)N1CCN(c2ccc(F)cc2)CC1)N1CCN(c2ccc(F)cc2)CC1,-2,-3,4,-17,2,-1,0.5,-0.4,-10,-10,-7
COc1ccc(NC(=S)Nc2ccc(N(C)C(C)=O)cc2)cc1,-5,6,-1,-3,-1,-6,-2.3,-0.6,2,-9,0
Cc1cc(SCC(N)=O)nc(SCC(=O)c2ccccc2)n1,-5,5,11,nt,7,-4,-5.4,0.2,32,-6,-2
Cc1nn(C)c(C(=O)Nc2ccc(S(=O)(=O)NC34CC5CC(CC(C5)C3)C4)cc2)c1Br,-20,3,0,?,nt,-2,-1.8,1.9,-1,-10,-2
COc1ccc2[nH]c(C(=O)O)c(CCN3C(=O)c4ccc(C(=O)O)cc4C3=O)c2c1,-3,2,-7,6,4,-6,1.4,0.2,-7,-14,-6
O=C1CCN(Cc2ccc([N+](=O)[O-])cc2)CCN1[C@H](CO)c1ccccc1,-4,2,-6,9,nt,-5,-1.2,0.9,-18,-7,-4
COc1ccc(-c2coc3c(C)c4oc(=O)c(CC(=O)O)c(C)c4cc23)cc1,-3,4,-3,14,4,-4,0.6,-0.7,nt,-8,-6
Cc1cc2ncc(-c3ccc(Cl)cc3)c(N)n2n1,0,-7,-2,9,nt,4,4.9,-1.2,28,-7,-1
CC(C)(C)Cc1nnc(NC(=O)c2cc(-c3ccccc3)nc3ccccc23)s1,-7,6,1,4,3,3,-0.2,0.9,6,-12,0
CCNc1nc(NCC)nc(OCCOC(C)=O)n1,0,9,-8,2,1,0,0.2,0.2,112,14,1
Cc1cccc(NC(=S)NC(C)C(c2cccs2)N2CCN(C)CC2)c1C (stereo not given),-2,-5,4,6,14,-13,-0.3,0.2,493,-21,-4
COc1ccc(-c2cc(C(=O)NCCc3ccc(S(N)(=O)=O)cc3)c3ccccc3n2)cc1,-4,-51,-8,nt,5,-7,-1.8,-2.0,-3,-14,-5
CCS(=O)(=O)Nc1cccc(C2=NN(S(=O)(=O)c3ccccc3)C(c3cccs3)C2)c1 (stereo not given),3,4,3,-2,4,-6,0.8,-1.1,3,-13,-9
O=C1CCNc2c(Cl)cc(Cl)cc21,-2,-3,-2,5,-10,-5,-0.8,4.7,-14,-15,-3
CCOC(=O)c1c(C)[nH]c(C)c1S(=O)(=O)N(C)CC(=O)Nc1ccccc1,-3,-4,-2,19,1,-9,-0.5,0.7,2,-13,-4
O=C(Cc1cccs1)N1CCC(c2nc3c(nnn3Cc3ccc(F)cc3)c(=O)[nH]2)CC1,-8,8,-5,4,-2,-7,1.8,-0.1,-1,-13,-6
CCC(C(=O)OCC(=O)Nc1ccc2[nH]c(=O)[nH]c2c1)c1ccccc1 (stereo not given),2,7,4,4,15,1,-3.0,-1.4,15,-5,2
Cc1ccn2c(CNCCCn3cccn3)c(C(=O)N3CCCCCC3)nc2c1,-5,2,1,6,-1,-3,-0.9,2.4,nt,-2,-3
Cc1cc(Cl)c2oc(C(=O)N(C)CCCN3CCOCC3)c(C)c2c1,-20,-7,0,-22,0,-2,0.2,-2.8,3,-16,-3
C/C(=N/NC(=O)CNC(=O)c1ccc2c(c1)OCO2)c1ccc2c(c1)CCCC2,-6,-8,-1,6,0,0,4.5,1.1,40,5,-2
COc1ccc(CCn2c(=N)c(C(=O)N3CCN(C)CC3)cc3c(=O)n4ccccc4nc32)cc1,6,1,-2,-12,9,-5,3.5,-1.6,157,11,-8
Cc1csc(=Nc2c(C)n(C)n(-c3ccccc3)c2=O)n1-c1ccccc1,-7,-3,0,8,40,-8,-0.8,-0.6,79,-15,-1
CC(C)(C)c1cc(C(=O)NNc2cc(C(F)(F)F)ccc2Cl)n(Cc2ccccc2)n1,-5,3,-5,3,-3,-1,1.7,0.6,20,8,1
CCOC(=O)CCn1nc(-c2ccccc2)cc1N,2,6,4,7,0,-2,0.4,1.4,-24,-11,4
O=C(O)CCCCCCCCc1cn(CCc2c[nH]c3ccccc23)nn1,-1,12,1,nt,nt,-6,0.0,16,103,-2,0
C=CCNC(=S)NNC(=O)c1ccc2c(c1)OCO2,-8,-1,5,-32,0,-7,-1.6,-1.8,10,1,-3
CCOC(=O)c1cnc(-c2cccc(OC)c2)[nH]c1=O,-2,-9,7,-16,-1,-5,-0.5,0.5,7,-10,-4
CC1Sc2ccc(S(=O)(=O)NCCc3ccc(Cl)cc3)cc2NC1=O (stereo not given),-17,1,-2,4,1,4,1.6,-0.2,-19,-12,-4
O=C(Nc1cccn(Cc2c(F)cccc2Cl)c1=O)NC1CCCCC1,3,-8,-2,11,-1,-6,-5.5,-0.8,-6,12,1
O=C(COC(=O)c1ccc(S(=O)(=O)N2CCCCC2)cc1)Nc1ccccc1Cl,-14,-11,7,nt,2,-12,-1.0,0.5,nt,-1,-5
Cc1ccc(N(C)C(=O)C2CCCN2S(=O)(=O)c2cccc3nsnc23)cc1 (stereo not given),-4,-5,0,6,-1,-10,0.4,-0.7,nt,-8,0
COc1ccc(C(=O)Nc2ccc3nc(C)sc3c2)cc1OC,-14,0,-3,22,-4,-3,1.7,-3.4,38,-1,0
CCCCCCn1c(C(C)O)nc2ccccc21 (stereo not given),-14,4,-6,-1,-5,-5,-0.8,-0.5,230,-9,-2
CCCC(=O)c1cc(F)c(N2CCN(CCC#N)CC2)cc1C,-7,nt,7,-12,-2,-8,-0.8,0.5,-11,-2,4
CCOc1ccccc1NC(=S)N(CCCN1CCOCC1)Cc1cn(C)c2ccccc12,-3,13,-2,8,3,-8,0.7,-1.3,-23,8,5
CCN(c1ccccc1)S(=O)(=O)c1ccc(C(=O)NCc2ccccn2)cc1,-7,6,0,9,-1,3,0.1,2.1,nt,-1,-3
CCCCNC(=O)c1cn(CC)c2cc(N3CCN(C(=O)c4ccco4)CC3)c(F)cc2c1=O,-8,16,-6,6,-5,3,-0.1,2.4,-9,6,3
Cc1ccc(S(=O)(=O)/N=C(/Nc2ccc(F)cc2F)c2ccc(F)cc2)cc1,-2,9,-1,15,2,-4,-0.1,2.1,-2,1,4
O=C(Nc1ccccc1)c1ccc(NCCN2C(=O)CCC2=O)c([N+](=O)[O-])c1,-9,-20,-1,5,-1,-1,0.8,2.2,nt,5,2
Clc1ccc(/C=N\Nc2ccccc2)cc1,-7,10,-1,3,3,3,-0.4,0.5,132,3,3
CN(C(=O)c1ccccc1[N+](=O)[O-])c1ccccc1C(=O)NCc1ccccc1,-7,22,-3,15,0,-10,0.6,3.2,-22,4,-1
CCc1ccc(NC(=O)N2CCC(c3ccccc3)C2)cc1 (stereo not given),-12,-8,6,-11,-1,2,0.5,-13,929*,0,1
CC1(c2ccc(Cl)c(Cl)c2)NC(=S)N2C1NC(=S)N2c1ccccc1 (stereo not given),-6,23,-1,1,nt,-5,-0.3,-0.7,-3,3,0
CC1CN(c2nnc(-c3ccccc3)c3ccccc23)CC(C)O1 (stereo not given),-9,3,6,-21,-1,5,-5.5,-1.7,11,-6,-6
O=S(=O)(NCCNS(=O)(=O)c1cccs1)c1cccs1,8,4,0,nt,-1,-11,-0.3,-2.1,38,-17,2
O=C(CN1CCc2ccccc21)Nc1ccc2c(c1)OCO2,10,nt,-4,-2,3,-7,-0.1,0.6,8,10,-7
COc1ccc(CNC(=O)CCC(=O)N2CC(C)Oc3ccccc32)cc1 (stereo not given),-6,-2,3,3,nt,-5,0.5,1.9,-2,1,0
CC[C@H](CO)NCCN[C@H](CC)CO,9,-2&-8,2,-11,nt,4,-0.1,-0.9,-13&4,-5&4,-3
CCC1CCCCN1CCCNC(=O)c1ccc2c(c1)NC(=O)CN2C (stereo not given),-3,-12,1,4,nt,-3,0.9,1.2,10,-15,-6
O=C(COC(=O)C1CC1)NCc1ccc(Cl)cc1Cl,-8,-3,3,-4,-1,-8,0.7,0.0,14,-18,-1
CSCCC(NC(=O)c1ccc(Cl)cc1)C(=O)OCC(=O)Nc1ccc(C#N)cc1 (stereo not given),-3,5,-4,6,-1,9,0.0,0.6,7,8,1
CN1C(=O)[C@H]2[C@@H](C3CC3)N3C(=O)CN(Cc4ccccn4)C(=O)[C@@]3(Cc3ccccc3)[C@H]2C1=O,-8,-1,-8,18,nt,1,-0.1,1.6,-12,-16,-2
C=CCNC(=O)N1CCC(c2nc3ccccc3s2)CC1,3,-1,-4,3,-1,4,-0.5,-1.7,0,-9,-1
COC(=O)C1=C[C@@H](C(=O)OC)[C@@H]2C3=C(C(=O)[C@]2(CC(C)C)NC(=O)c2ccccc2)[C@H](C)n2c(=O)n(-c4ccccc4)c(=O)n2[C@@H]3C1,0,2,-6,9,nt,-9,0.4,1.3,-7,-1,1
COc1ccc(-n2nnnc2SCC(=O)Nc2nnc(C)s2)cc1OC,-2,-5,2,3,0,-4,1.4,0.3,17,-12,-3
Cc1cc(C)c(S(=O)(=O)NCCc2cc3ccc(C)c(C)c3[nH]c2=O)c(C)c1,-11,0,3,-17,4,-3,-0.6,0.5,97,4,4

Following part:
SMILES,dFosB act,Rtt109 Vps75,RTF Ca sens act,PfHsp90 yeast 2,NSD2 HMT inh,RTF Ca sens inh,CDK5 p35 inh,LANA DNA inh,Mot1-301 SUMO,PvdQ acylase,Keap1-Nrf2 PPI
CCOc1ccccc1Oc1c(C)oc2cc(OC(=O)N3CCOCC3)ccc2c1=O,0,-5,-2,-15,nt,-5,-0.2,-0.1,3,0,-1
O=C(COc1ccccc1)Nc1nonc1NC(=O)COc1ccccc1,1,-4,7,-15,-1,-9,1.0,2.1,343,-13,-3
O=C(c1ccc(N2CCC3(CC2)OCCO3)c([N+](=O)[O-])c1)N1CCOCC1,2,-1,-1,0,-1,-4,0.6,-0.3,8,-5,0
Cc1cn2c(nc1=O)OC1CC2OC1CO (stereo not given),-9,-3,-1,-35,-1,-13,1.2,-0.7,-4,-6,1
CC1(C)CC(=O)c2cnc(N3CCc4ccccc4C3)nc2C1,-11,-1,2,-17,-3,-4,-0.2,0.5,-9,3,-5
Oc1ccc2ccccc2c1C=NCc1cn2ccsc2n1,5,11,16,-8,-2,2,8.0,2.1,0,3,-7
O=C(c1ccc(F)cc1)N1CCN(c2ccccn2)CC1,8,-3,2,2,-1,-6,1.4,1.9,-17,-13,-2
